Compound activity as filed in PubChem BioAssay.
Hsp70 act: switches on Hsp70 transcription; HeLa Hsp70 promoter luciferase reporter, luminescence; scaled: vehicle 0, proteasome-inhibitor control 100%; actives 0.04% (n = 200,000); activation, % at 10 µM;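 active = activation above the mean across all tested compounds plus 3 SD, cutoff set per campaign, cut at about 5.5% in these data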;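 note: 100% = MG132 at 30 µM as the positive control and 0% = DMSO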
STAT3 blocker: STAT3 signaling inhibition | actives 0.89% (n = 190,000) | inhibition, % at 5.5 µM | U3A cells, IL-6 STAT3-luciferase reporter, luminescence; host cell line lacks STAT1;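 active = inhibition above the mean inhibition across all screened compounds plus 3 SD, cut at about 44% in these data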;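 note: 0% = DMSO only wells and 100% = 100 µM nifuroxazide control wells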
Redox H2O2 prof: compounds producing H2O2 with reducing agent – biochemical, NIH compound library profiling, artefact control for MLSCN library redox annotation, primary screen; actives 0.03% (n = 200,000); activation, % at 10 µM; DTT-dependent redox cycling H2O2, phenol red/HRP absorbance; 100% = 100 µM peroxide control, 0% = buffer;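 active = activation of at least 50% relative to the plate's high and low controls in the primary single-dose screen; inactive = activation below 50%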;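 note: compound incubated with DTT at 0.8 mM final as the reducing agent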
HMGR II inh: inhibitors of class II HMG-CoA reductase from Enterococcus faecalis | actives 0.41% (n = 190,000) | AID 1066 | purified E. faecalis HMGR, NADPH absorbance 340 nm kinetic | inhibition, % at 10 µM;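 active = inhibition above a set limit, the median over all tested compounds plus 3 SD, cut at about 9.5% in these data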;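 note: enzyme runs in reverse so mevalonate oxidation gives rising NADPH absorbance; 0% = complete reaction with DMSO and 100% = background rate lacking mevalonate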
STAT3 act: increases IL-6 driven STAT3 reporter signal. U3A cells, IL-6 STAT3-luciferase reporter, luminescence; 100% = signal with IL-6 EC80 alone. activation (% of control), % at 5.6 µM. actives 0.91% (n = 190,000);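 active = activation above the screen-wide mean of compound activation plus 3 SD, cut at about 130% in these data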;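 note: 0% = background luminescence of wells with medium and substrate only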
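Material: STAT1-lacking human U3A cells, STAT3 luciferase reporter | Benchmarks: IL-6-only wells as 100% reference | Probe or stimulus: IL-6 (33 ng/mL) | Timing: Compound 1 h, then IL-6 6 h at 37 °C | Detection: Luminescence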
STAT1 inh: STAT1 signaling inhibition; NIH 3T3 STAT1-luciferase reporter, IFN-gamma, luminescence; AID 920; inhibition, % at 5.5 µM; actives 0.35% (n = 200,000);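 active = inhibition above a set limit, the mean inhibition across all tested compounds plus 3 SD, cut at about 34% in these data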;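 note: 0% = IFN-gamma with DMSO and 100% = IFN-gamma with 300 µM nifuroxazide; values of inactives mirror those of a sister screen read the other way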
TLR4-MyD88 BLA: TLR4-MyD88 interaction inhibition in cells. HeLa CL3-4 TLR4/MyD88 BLA complementation, FRET ratio. inhibition, % at 8.4 µM. actives 0.18% (n = 200,000). AID 861. O00206+Q99836; in the data active = inhibition above about 25%;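 note: 0% = vehicle and 100% = reference inhibitor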
Target sequence (O00206 whole entry, looked up): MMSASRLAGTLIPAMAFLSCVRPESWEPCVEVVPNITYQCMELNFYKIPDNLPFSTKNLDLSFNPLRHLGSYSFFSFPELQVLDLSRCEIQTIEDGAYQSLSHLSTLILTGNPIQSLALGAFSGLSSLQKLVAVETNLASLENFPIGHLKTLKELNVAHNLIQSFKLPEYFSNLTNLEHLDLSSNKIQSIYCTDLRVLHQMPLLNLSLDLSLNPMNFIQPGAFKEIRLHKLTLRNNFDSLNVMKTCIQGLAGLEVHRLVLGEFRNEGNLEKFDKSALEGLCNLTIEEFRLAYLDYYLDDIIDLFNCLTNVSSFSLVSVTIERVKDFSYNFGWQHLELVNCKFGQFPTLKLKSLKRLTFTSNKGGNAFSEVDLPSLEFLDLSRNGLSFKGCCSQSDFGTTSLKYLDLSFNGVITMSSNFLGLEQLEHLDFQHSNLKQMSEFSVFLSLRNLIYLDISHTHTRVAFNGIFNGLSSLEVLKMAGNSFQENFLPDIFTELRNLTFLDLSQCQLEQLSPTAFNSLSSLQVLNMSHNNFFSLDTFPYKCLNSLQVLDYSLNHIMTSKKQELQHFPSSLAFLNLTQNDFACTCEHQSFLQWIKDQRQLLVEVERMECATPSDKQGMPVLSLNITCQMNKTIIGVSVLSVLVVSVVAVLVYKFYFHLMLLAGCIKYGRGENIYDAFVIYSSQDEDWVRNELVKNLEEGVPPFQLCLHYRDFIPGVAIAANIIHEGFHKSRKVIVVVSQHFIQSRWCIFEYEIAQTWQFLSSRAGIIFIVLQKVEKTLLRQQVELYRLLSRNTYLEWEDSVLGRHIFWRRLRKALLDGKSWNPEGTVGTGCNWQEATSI
Target sequence (Q99836 whole entry, looked up): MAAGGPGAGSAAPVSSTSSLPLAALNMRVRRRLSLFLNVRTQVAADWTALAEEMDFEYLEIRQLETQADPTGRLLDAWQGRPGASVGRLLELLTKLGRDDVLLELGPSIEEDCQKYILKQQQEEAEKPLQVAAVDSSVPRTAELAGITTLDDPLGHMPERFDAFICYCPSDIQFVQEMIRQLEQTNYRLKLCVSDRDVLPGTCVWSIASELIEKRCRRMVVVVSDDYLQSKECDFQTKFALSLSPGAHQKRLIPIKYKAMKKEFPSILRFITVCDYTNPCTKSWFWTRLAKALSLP
APP 5'UTR act: APP 5'UTR luciferase reporter activation; AID 1276; activation, % at 2 µM; actives 1% (n = 190,000); SH-SY5Y APP 5'UTR luciferase reporter, luminescence; zero percent = DMSO vehicle wells;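 active = activation above a set limit, based on mean plus 3 SD of controls, cut at about 140% in these data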; note: values of inactives mirror those of a sister screen read the other way
STAT1 activator: STAT1 signaling activation; actives 2.6% (n = 200,000); AID 932; NIH 3T3 STAT1-luciferase reporter, IFN-gamma, luminescence; 100% = IFN-gamma alone, no compound; activation (% of control), % at 5.5 µM;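 active = activation above the screen-wide mean activation plus 3 SD, cut at about 130% in these data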;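 note: raw ratio to IFN-gamma control signal so 100% means no change and 0% no light; values of inactives mirror those of a sister screen read the other way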
NF-kB neuron act: compounds increasing NF-kB expression in human neuronal cells; NF-kB reporter expression; stronger effect = higher value; fold change at 12.5 µM; actives 1.6% (n = 190,000); in the data active = fold change above about 3.3
Active calls of the source: *; · = not tested or not shown.

SMILES,Hsp70 act,STAT3 blocker,Redox H2O2 prof,HMGR II inh,STAT3 act,STAT1 inh,TLR4-MyD88 BLA,APP 5'UTR act,STAT1 activator,NF-kB neuron act
Cn1cc(/C=C/C(=O)N2CCCC(C(=O)c3ccc(C(F)(F)F)cc3)C2)cn1 (stereo not drawn),0.0,10,-0.9,0,96,-11,-5,-1,107,1.2
Cc1ccc(NC(=O)COC(=O)c2csc3c2CCC(C)C3)cc1S(=O)(=O)N1CCCCC1 (stereo not drawn),-0.1,3,1.0,0,105,4,9,20,96,0.79
CCCN(CCC)C(=S)Nc1cc(C(=O)OC)ccc1C(=O)OC,-0.4,-8,-0.3,1,104,9,-13,6,94,1.4
c1ccc(Nc2nc3ccccc3n3nnnc23)cc1,-0.3,·,0.4,-3,·,-30,-9,51,126,1.1
CCC1Oc2ccc(C)cc2N(CC(=O)NCc2ccccc2OC)C1=O (stereo not drawn),-0.5,11,3.7,-1,98,-7,2,12,106,1
O=C(N/N=C/c1ccncc1)c1ccc2c(c1)OCO2,-0.3,-4,-0.3,-2,106,-9,7,1,107,1.3
Cn1c(Sc2nc3ccccc3n2C)nc2ccccc21,-0.4,-15,3.6,-6,115,9,11,16,92,1.1
Cn1c(N/N=C/c2c[nH]c3ccccc23)nc2ccccc21,0.2,-24,-4.8,2,123,-22,-7,81,120,2.2
Cc1onc(-c2c(F)cccc2Cl)c1C(=O)Nc1nccs1,0.0,6,-2.2,1,98,-1,-4,-17,101,0.97
COc1ccc2c(c1)C1CC(C)(NC(=O)C1C(=O)c1ccccc1)O2 (stereo not drawn),-0.5,1,2.3,-4,102,2,3,-3,98,1.1
CCCCc1c(C)nc(Nc2ccc(OC)cc2)[nH]c1=O,-0.1,8,-0.4,-7,93,-3,-1,3,102,1.4
COC(=O)C1=C(C)N(C)C(=S)NC1c1cc(OC)ccc1OC (stereo not drawn),0.0,-22,-0.7,-2,126,9,6,4,90,1.1
CC1(C)Cc2cccc(Oc3ccc(S(=O)(=O)N4CCCCC4)cn3)c2O1,0.0,-12,-1.6,-6,111,6,11,0,94,0.89
O=C(OCCN1CCOCC1)c1ccc(OCCN2CCOCC2)cc1,-0.1,6,0.0,-2,101,7,4,-7,94,1
Cc1ccc(-c2cc(C(=O)N/N=C\c3cnn(C)c3C)c3ccccc3n2)cc1C,0.6,-15,3.5,1,111,-6,-4,-13,105,0.9
Cc1cccc(-c2noc(C3CCCCC3)n2)c1,-0.1,3,-0.8,0,99,-31,0,30,119,1.6
COc1ccc(C(=O)/C(C#N)=N/Nc2ccccc2[N+](=O)[O-])cc1,0.1,5,0.0,0,99,-7,16,-70,106,0.7
c1csc(C2CCCN2c2nc3nonc3nc2NC2CC2)n1 (stereo not drawn),-0.4,-2,-0.5,3,104,11,3,0,88,1.3
Cc1csc2nc(CNC(=O)C3CCCCC3)cn12,-0.2,0,-1.3,3,100,-12,1,18,113,1.2
COc1cc(NS(=O)(=O)c2cc(C(=O)N3CCN(C(C)=O)CC3)ccc2OC)cc(OC)c1,-0.1,1,-0.3,6,100,-3,-7,0,102,1
CCn1c(-c2nn(-c3ccccc3)ccc2=O)n[nH]c1=S,0.0,-1,-1.8,-5,103,-1,0,-10,100,1
COc1ccccc1NC(=O)c1ccc(S(=O)(=O)N(C)C)cc1,-0.3,16,-0.8,1,94,-5,-21,-5,104,1.4
Cc1cccc(-c2nnc(N)s2)c1,0.5,7,0.9,3,97,1,-8,-8,99,1.2
CC(=O)NCCN=C(C)c1sc2ccccc2c1O,0.1,-3,0.3,-2,105,-16,-4,48,114,1.6
COC(=O)CSc1nnc(CNc2ccc(Cl)cc2)n1-c1ccccc1,-0.5,5,1.2,-4,99,-1,0,-5,101,1
CCn1c(SCc2ccc(C#N)cc2)nnc1-c1cccc(Cl)c1,-0.5,7,2.6,0,93,-1,1,3,101,0.93
CCn1c2ccccc2c2nnc(SCC(=O)NC3CCS(=O)(=O)C3)nc21 (stereo not drawn),0.1,16,-0.6,-7,89,2,1,6,98,1
CCN(CC)S(=O)(=O)c1ccc(C(=O)OC2CCCCC2CN(C)C)cc1 (stereo not drawn),-0.2,2,-0.6,-4,103,1,-7,-16,99,1.2
CCOC(=O)c1c(C)nc(C)c(C(=O)OCC)c1-c1ccc(O)c(OC)c1,0.1,7,-0.2,5,104,-1,8,19,100,3.8*
O=C(O)C1CC=C(Cl)CC1C(=O)NCC1OCCc2ccccc21 (stereo not drawn),0.0,5,0.8,2,100,-2,-1,-4,102,1.1
CC(C)(C)c1ccc(/C=C(\C#N)C(=O)NCCN2CCOCC2)cc1,-0.1,10,-0.1,-1,96,3,-20,29,96,1.1
O=C(Nc1nc2ccc(S(=O)(=O)N3CCCCC3)cc2s1)C1CCCO1 (stereo not drawn),-0.5,0,3.6,0,103,-2,-2,2,101,1.2
O=C(Nc1ccc2c(c1)CCC2)c1cccc(S(=O)(=O)N2CCN(c3ccc(F)cc3)CC2)c1,-0.5,15,2.6,1,91,4,-5,4,96,0.77
COc1cccc(/C=N/NC(N)=S)c1OCc1cccc(Cl)c1,-0.6,-5,0.1,5,102,-3,-5,0,102,0.58
Cc1ccc(/C=C/C2=NN(Cc3ccccc3)C(=O)CC2)cc1,-0.4,4,0.1,-3,102,3,6,·,97,1.7
Clc1ccc(OCCOCCN2CCc3ccccc3C2)c(Cl)c1,-0.3,-32,0.3,-12,122,9,-1,7,92,1.1
CNc1cc(Cl)nc(SC)n1,-0.4,3,0.1,-3,107,-4,4,19,102,0.92
COc1ccc(NC(=S)N(CCN2CCOCC2)Cc2cc3cc4c(cc3[nH]c2=O)OCO4)cc1,0.0,7,-2.4,-6,96,-9,-9,10,108,0.81
CCOC(=O)C1=C(C)NC2=C(C(=O)C(C(=O)OCC)C(c3ccco3)C2)C1c1ccccn1 (stereo not drawn),-0.4,8,0.6,-8,97,10,-8,13,89,1.3
Cc1ccc(NC(=O)CN2C(=O)N/C(=C/c3cccn3-c3ccc(C(=O)O)cc3)C2=O)cc1,-0.2,-4,-0.2,3,106,5,-4,17,96,1.2
CC1(C)Cc2c(sc3[nH]c(=S)n(Cc4ccco4)c(=O)c23)CO1,-0.3,9,-2.8,0,97,14,-16,8,87,1
Cc1ccc(N2CCN(S(=O)(=O)c3ccc4c(c3)n(C)c(=O)c(=O)n4C)CC2C)cc1 (stereo not drawn),-0.1,21,0.1,-1,88,-7,2,-2,106,1.9
Cc1cc(C)c(S(=O)(=O)NCC(=O)NCc2ccco2)c(C)c1,-0.1,5,-1.2,-2,99,1,-5,6,98,1.1
CCOc1ccc(-c2nnc(SCc3nnc(-c4ccccc4)o3)n2-c2ccccc2F)cc1,-0.1,-7,0.5,1,110,-19,5,25,117,0.45
CCOC(=O)C1=C(C)N(CCCCCC(=O)O)C(=O)NC1c1ccccc1OC(=O)c1cccs1 (stereo not drawn),-0.2,-5,0.8,3,102,1,-10,0,99,1.2
CC(C)(C)NC(=O)NC(=O)CSc1cccc(C(F)(F)F)c1,-0.1,-3,0.2,-2,107,0,-10,0,102,1.1
NC(=O)[C@@H]1CCCNc2c(I)cc([N+](=O)[O-])cc2C(=O)N[C@@H](CO)C(=O)NCC(=O)N1,-0.2,0,0.8,-11,98,-1,-10,6,101,1.6
Cc1cc([N+](=O)[O-])ccc1-c1ccc(C2Nc3ccccc3C(=O)N2O)o1 (stereo not drawn),0.7,9,-3.2,-3,96,6,-2,-53,94,0.84
O=C(NCc1ccc(Cl)cc1)C(=O)N/N=C/c1ccc(Br)cc1,-0.1,9,-0.8,3,99,-2,1,-1,102,0.96
CC1Cc2ccccc2N1C(=O)CSc1nc2ccccc2o1 (stereo not drawn),0.2,-3,0.0,-3,107,-29,2,40,126,1.6

(further entries)
SMILES,Hsp70 act,STAT3 blocker,Redox H2O2 prof,HMGR II inh,STAT3 act,STAT1 inh,TLR4-MyD88 BLA,APP 5'UTR act,STAT1 activator,NF-kB neuron act
CC1(C)CC(=O)C2=C(C1)N(Cc1ccccc1)C(=O)C2(NC(=O)C(C)(C)C)C(F)(F)F (stereo not drawn),0.1,-7,-3.2,3,109,0,11,5,100,1.2
Cc1ccc(S(=O)(=O)Cc2cccc(C(=O)N3CCOCC3)c2)cc1,-0.2,-5,0.6,-4,106,-4,-6,-3,105,1.1
CCCNS(=O)(=O)c1ccc(OCC(=O)Nc2ccc3c(c2)OCCO3)cc1,0.2,1,0.1,1,99,2,-7,-21,98,0.93
CCOC(=O)C(CC)Sc1nc(N)c(NC(=O)c2ccc(OC)c(OC)c2)c(=O)[nH]1 (stereo not drawn),0.1,1,0.2,1,107,1,0,-14,99,1
CCN(CCCNC(=O)CCn1c(=O)[nH]c2ccccc2c1=O)c1ccccc1,-0.2,6,0.3,-6,99,3,4,4,97,1.5
O=C(Nc1ccccc1C(=O)Nc1ccc2c(c1)OCO2)c1cccs1,-0.3,6,-1.0,-5,100,-2,12,7,102,0.97
CCN(CC)S(=O)(=O)c1cccc(NC(=O)c2cc(=O)[nH]c3ccccc23)c1,-0.3,-3,0.2,-13,99,-1,-1,3,100,0.85
CCOC(=O)c1sc2ccccc2c1NC(=O)c1coc2ccccc2c1=O,-0.3,-4,0.5,-1,107,-3,-10,9,103,1
CCN(CC)S(=O)(=O)c1ccc(C(=O)OCCN2C(=O)c3cccc4c(N5CCOCC5)ccc(c34)C2=O)cc1,-0.2,3,-0.5,-1,96,6,1,8,97,0.59
CC1(C)Cc2c(sc3nn[nH]c(=O)c23)CO1,-0.2,5,-2.6,2,99,3,-13,-3,97,1
O=S(=O)(NCCSc1nnc(-c2ccco2)n1-c1ccccc1)c1ccccc1,-0.5,-11,0.3,1,114,1,-9,2,99,0.77
C1CCC(OCCN2CCN(CCOC3CCCCC3)CC2)CC1,-0.3,-1,2.2,-5,103,-2,-11,1,102,0.95
N#CC(C#N)=Cc1cccn1-c1ccc(C(=O)O)cc1,-0.3,13,1.9,-1,93,7,6,-5,93,1.1
COC(=O)c1ccc(NC(=S)NC2CCc3ccccc32)cc1 (stereo not drawn),-0.4,32,-1.1,-2,77,2,-4,6,96,1.3
Cc1ccccc1OCC(O)CN (stereo not drawn),-0.2,10,2.1,-2,93,-4,-9,11,104,0.86

Three entries from above, arranged by their value in STAT1 inh, smallest number first:
Compound,Hsp70 act,Redox H2O2 prof,HMGR II inh,STAT3 act,STAT1 inh,TLR4-MyD88 BLA,APP 5'UTR act,STAT1 activator,NF-kB neuron act
Cc1ccccc1OCC(O)CN (stereo not drawn),-0.2,2.1,-2,93,-4,-9,11,104,0.86
COC(=O)c1ccc(NC(=S)NC2CCc3ccccc32)cc1 (stereo not drawn),-0.4,-1.1,-2,77,2,-4,6,96,1.3
N#CC(C#N)=Cc1cccn1-c1ccc(C(=O)O)cc1,-0.3,1.9,-1,93,7,6,-5,93,1.1

Hits appear at their usual frequency, and some 5.6% of all compounds hit somewhere here.
